HePTP inhibitor – inhibitors of human HePTP phosphatase, primary screen, biochemical, absorbance, leukemia target. Tyrosine-protein phosphatase non-receptor type 7 (Homo sapiens), P35236. recombinant HePTP phosphatase activity, OD absorbance. inhibition, % at 20 µM. 0.64% of 110,000 active. AID 521, 2006; in the data active = inhibition above about 50%;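 also: plate controls were vehicle for no effect and reference inhibitor for full effect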
BAP1 inh – inhibitors of BAP1 deubiquitinase, primary screen, biochemical, Ub-AMC fluorescence, kinetic | Ubiquitin carboxyl-terminal hydrolase BAP1 (Homo sapiens), Q92560 | 0.48% of 72,000 active | recombinant BAP1, Ub-AMC hydrolysis fluorescence kinetic; stronger effect = lower value | activity remaining (% of control), % at 20 µM;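 active = activity remaining at or below 50% of control, provided the compound also passes the data quality filters; inactive = the rest, including low values that fail the filters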;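 also: 100% = DMSO wells rate and 0% = substrate alone blank rate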
Target sequence (Q92560 whole entry, looked up): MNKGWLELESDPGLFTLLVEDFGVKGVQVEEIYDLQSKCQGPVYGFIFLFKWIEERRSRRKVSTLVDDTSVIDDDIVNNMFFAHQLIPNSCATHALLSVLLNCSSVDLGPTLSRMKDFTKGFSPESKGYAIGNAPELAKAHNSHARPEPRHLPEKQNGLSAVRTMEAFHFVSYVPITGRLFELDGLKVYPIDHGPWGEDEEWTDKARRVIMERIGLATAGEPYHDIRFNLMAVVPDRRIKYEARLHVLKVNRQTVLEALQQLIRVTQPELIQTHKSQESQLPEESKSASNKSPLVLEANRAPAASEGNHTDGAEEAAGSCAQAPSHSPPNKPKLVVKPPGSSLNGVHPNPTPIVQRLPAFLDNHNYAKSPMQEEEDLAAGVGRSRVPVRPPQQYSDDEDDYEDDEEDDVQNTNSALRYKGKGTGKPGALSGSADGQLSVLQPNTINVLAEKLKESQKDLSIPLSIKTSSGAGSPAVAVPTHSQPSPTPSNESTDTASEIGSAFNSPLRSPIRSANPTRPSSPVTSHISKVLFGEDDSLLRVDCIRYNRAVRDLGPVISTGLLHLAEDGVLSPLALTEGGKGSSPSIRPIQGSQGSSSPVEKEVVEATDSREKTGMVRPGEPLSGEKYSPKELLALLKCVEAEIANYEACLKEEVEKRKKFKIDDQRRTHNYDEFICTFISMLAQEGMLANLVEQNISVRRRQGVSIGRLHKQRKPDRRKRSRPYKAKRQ
The depositor's hits bear a star; i = inactive; · = not tested or not shown; & = joins results of further samples.

HePTP inhibitor	BAP1 inh	molecule
-10	·	CC1=C(C(=O)OCc2ccccc2)C(c2ccccc2Cl)NC(=O)N1 (configuration not stated)
8	94	CC(CCc1ccccc1)NC(=O)CN1CCN(Cc2ccccc2)C1=O (configuration not stated)
-1	87	Cn1c(SCC(=O)O)nc2ccccc2c1=O
-2	102	C=CCNc1nnc(C)c2ccccc12
-8	·	CC(C)c1ccc(/C=N/N=C2/NC(=O)CS2)cc1
12	77	CCOc1ccccc1OCC(=O)NCc1ccco1
-5&-10	i	CCC(=O)Nc1cc2nn(-c3ccc(OC)cc3)nc2cc1C
4	·	CC(C)COc1ccc(C(=O)Nc2nc(-c3ccccc3)cs2)cc1
·	104	COc1ccc2oc(=Nc3ccc(C)cc3)c(C(=O)NC(C)=O)cc2c1
9	·	Cc1cccc(N2CCC(N=CN(C)C)=N2)c1
7	80	CCCn1nnc(NC(=O)c2cc(Br)cc(Br)c2OC)n1
7	·	CC(C(=O)N1CCc2ccccc2C1)N1C(=O)c2ccccc2C1=O (configuration not stated)

Further entries follow.
HePTP inhibitor	BAP1 inh	molecule
·	120	O=C(C(Sc1ccccc1)c1ccccc1)N1CCCCCC1 (configuration not stated)
103*	·	COc1c(Br)cc(/C=C2\SC(=S)NC2=O)cc1Br
69*	·	O=C1NC(=S)N(c2cccc(Br)c2)C(=O)/C1=C/c1ccc(-c2ccc(C(=O)O)cc2)o1
2	104	COc1ccc(CCNS(=O)(=O)c2cccc(C(=O)O)c2)cc1OC
-16	·	COc1ccccc1/C=C1\SC(=S)N(c2c(C)n(C)n(-c3ccccc3)c2=O)C1=O
-12	104	COc1ccc(CN2CC(C(=O)NCc3cccc(OC)c3)CC2=O)cc1 (configuration not stated)
-4	·	Cc1ccc2nsnc2c1NC(=O)c1ccc(-c2cc(Cl)ccc2Cl)o1
1	·	Clc1nc(-c2n[nH]nc2Cl)n[nH]1
104*	·	O=C(O)C1Nc2c(cccc2[N+](=O)[O-])C2C=CCC12 (configuration not stated)
-2	·	CC1=C(C(=O)OCc2ccccc2)C(c2ccc(C(F)(F)F)cc2)CC(=O)N1 (configuration not stated)
7	102	Cc1cc(NC(=O)CSc2nc3ccccc3c(=O)n2CCCC(=O)NCc2ccco2)n[nH]1
-6&-8	100	COc1cc(NC(=O)C2CCCC2)c(OC)cc1Cl

Compound profiles (already shown). Values in the order: HePTP inhibitor | BAP1 inh
Cc1ccc2nsnc2c1NC(=O)c1ccc(-c2cc(Cl)ccc2Cl)o1 reads -4 | ·
COc1ccccc1/C=C1\SC(=S)N(c2c(C)n(C)n(-c3ccccc3)c2=O)C1=O reads -16 | ·
O=C(O)C1Nc2c(cccc2[N+](=O)[O-])C2C=CCC12 (configuration not stated) reads 104* | ·
COc1ccc(CN2CC(C(=O)NCc3cccc(OC)c3)CC2=O)cc1 (configuration not stated) reads -12 | 104
COc1c(Br)cc(/C=C2\SC(=S)NC2=O)cc1Br reads 103* | ·

Next part.
HePTP inhibitor	BAP1 inh	molecule
11	·	COc1cc(OC)cc(C(=O)Nc2cccc(-c3nc4ncccc4o3)c2C)c1
-8	·	CC(CNC(=O)COc1cccc2ccccc12)CN(C)C (configuration not stated)
9	139	CCn1nc(NC(=O)c2ccncc2)c2cc3ccc(C)cc3nc21
-10	·	O=C1CC(c2ccc(Cl)cc2)CC2=C1C(c1cc3c(cc1[N+](=O)[O-])OCO3)Nc1ccccc1N2 (configuration not stated)
1&-3	92	O=C(NCc1ccccn1)c1cccs1
104*	·	O=C1NC(=S)N(c2ccccc2F)C(=O)/C1=C/c1ccc(I)o1
-5	536	COc1ccc(C(=O)Nc2ccc(N3CCN(c4ccc(OC)cc4)CC3)c(C#N)c2)cc1
-1	·	CSc1ccc(/C=N\NC(=O)COc2ccc(C)cc2)cc1
·	75	CCOC(=O)c1ccc(N2C(=O)c3ccccc3C2=O)cc1
10	102	CN(C)S(=O)(=O)c1ccc(C(=O)Nc2ccccn2)cc1
1	98	Cn1c(=O)oc2cc(S(=O)(=O)Nc3ccc4c(c3)OCO4)ccc21
-8	95	CN(C)CCCNC(CC(=O)Nc1ccc(Cl)cc1)C(=O)O (configuration not stated)

(list continues)
HePTP inhibitor	BAP1 inh	molecule
-6	55	Cc1noc(C)c1CSc1nc2sc(C)c(C)c2c(=O)n1C1CCCC1
5	79	O=C(O)C1CC(=O)N(c2ccc(F)c(F)c2)C1 (configuration not stated)
4	98	O=C1CC2CS(=O)(=O)CC2N1C1CCCCC1 (configuration not stated)
2	74	CCOC(=O)c1ccc(NC(=O)C2CCN(S(=O)(=O)c3ccccc3)CC2)cc1
3	·	Cc1cc(C)c(OCC(=O)Nc2c(C)cccc2C)c(C)c1
-4	100	CCOC(=O)N1CCC(NC(=O)c2sc3nc4n(c(=O)c3c2C)CCCC4)CC1
4	109	CCOc1ccc2nc(NC(=O)CN3CCN(c4ccccn4)CC3)sc2c1
-5	·	CCOc1ccc2nc(SC3CC(=O)N(c4ccccc4I)C3=O)sc2c1 (configuration not stated)
·	75	COc1ccc(C2CC(=O)C3=C(C2)NC(C)=C(C(=O)OCC(C)C)C3c2ccc(N(C)C)cc2)cc1 (configuration not stated)
0	·	Cc1cccc(NC(=S)NC(=O)C(C)(C)C)c1C
9	112	Nc1ccc2c(c1)C(=O)N(CC1CCCO1)C2=O (configuration not stated)
-5	129	COc1cccc(-n2ccnc2SCC(=O)NCc2ccccc2)c1

More results follow.
HePTP inhibitor	BAP1 inh	molecule
7	101	CCCCCCc1c(O)c2ccccc2[nH]c1=O
-20	·	CCOC(=O)c1cc2cc([N+](=O)[O-])ccc2oc1=O
1	·	COc1ccc(C2/C(=C(/O)c3ccccc3)C(=O)C(=O)N2c2nc3ccccc3s2)c(OC)c1 (configuration not stated)
-3	·	COc1ccc(/C=N/NC(=O)Cc2cccn2C)cc1[N+](=O)[O-]
10	·	COc1cc2c(cc1OC)-c1nnc(-c3ccco3)n1C(C)(C)C2
10	111	O=C(CCS(=O)(=O)Cc1ccccc1)NCC1CCCO1 (configuration not stated)
·	121	COc1ccccc1C1NC(=O)C(=O)/C1=C(/O)c1ccc(Br)cc1 (configuration not stated)
11	·	C=CCNC(=O)/C=C/c1cc(OC)ccc1OC
5	89	O=C(NCc1cccnc1)NC1(C(F)(F)F)Oc2ccc(Cl)cc2O1 (configuration not stated)
-15	·	COc1ccc(C(=O)c2ccccc2)c(OC)c1
1&8	90	Cc1cc(C)n(C(=O)CCN2C(=O)c3ccccc3C2=O)n1
-1	108	O=C(CCS(=O)(=O)c1ccc(Br)s1)NCc1ccc2c(c1)OCO2

New compounds follow.
HePTP inhibitor	BAP1 inh	molecule
-5	·	C=CCOc1c(Br)cc(C2C3=C(CC(C)(C)CC3=O)OC3=C2C(=O)CC(C)(C)C3)cc1OCC
0	80	COC(=O)c1cc(Br)c(=O)n(CCN2CCOCC2)c1
9	·	COc1ccc(OC)c(/C=C2\SC(N3CCCCC3)=NC2=O)c1
10	60	COc1cc(NC(=O)c2ccc(COc3ccccc3Br)o2)cc(OC)c1OC
-6	105	Cc1ccc2nc(SCC(=O)NC(=O)NCc3ccco3)[nH]c2c1
0	·	O=C(/C=C/c1ccc(-c2ccc(Cl)cc2)o1)c1ccccc1
-10	·	COc1ccccc1C1/C(=C(\O)c2ccc(Cl)cc2)C(=O)C(=O)N1c1cccnc1 (configuration not stated)
-2	·	O=C(/C=C/c1ccc(F)cc1)N1CCN(c2ccc(Cl)cc2)CC1
·	89	CCOC(=O)c1ccc2nc(NC(=O)c3ccco3)sc2c1
2	·	CCn1cc(C(=O)N2CCCc3ccccc32)c2cc(OC)c(OC)cc2c1=O
5	·	Cc1c(N2C(=O)/C(=C/c3ccc(OC(=O)c4cccc([N+](=O)[O-])c4)cc3)SC2=S)c(=O)n(-c2ccccc2)n1C
3	86	Fc1ccc2nc(-c3ccccc3)nc(SCc3nnc(-c4ccccc4)o3)c2c1

Continued.
HePTP inhibitor	BAP1 inh	molecule
6	·	COC(=O)C1=C(C)N(c2cccc(C)c2)C(=O)/C1=C\c1ccc(O)cc1
-3	96	Cc1nc(-c2ccc(C(=O)N3CCOCC3)cc2)cs1
7	·	Cn1c(/C=C(/OC(=O)c2ccc(F)cc2)c2ccc(F)cc2)nc2ccccc21
12	·	Clc1ccc(SCCc2ccncc2)cc1Cl
3	95	Cc1ccccc1NC(=O)CSc1[nH]c(=O)cc(C)c1C#N
10	88&94	CN(C)CCC=C1c2ccccc2CCc2ccccc21
7	107	Cc1sc2ncnc(OCC(=O)NCc3cccs3)c2c1C
-16	·	COC(=O)c1ccccc1NC(=O)c1c(C)c(-c2ccc(C)cc2)nc2ccccc12
-5	106	O=C(O)CCC(=O)Nc1nnc(C(F)(F)F)s1
-10	·	O=C(O)CN1C(=O)/C(=C2/SC(=Nc3cccc(Cl)c3Cl)NC2=O)c2ccccc21
10	·	Cc1ccc(NCC(=O)N/N=C\c2c(Br)cc(Br)c(O)c2Br)cc1
5	106	Cc1ccc(C)c(-n2c(Cc3cc(=O)[nH]c(=O)[nH]3)nnc2SCC(=O)NCC2CCCO2)c1 (configuration not stated)

Some of these compounds in order of their number in BAP1 inh, ascending:
HePTP inhibitor	BAP1 inh	molecule
-3	96	Cc1nc(-c2ccc(C(=O)N3CCOCC3)cc2)cs1
-5	106	O=C(O)CCC(=O)Nc1nnc(C(F)(F)F)s1
7	107	Cc1sc2ncnc(OCC(=O)NCc3cccs3)c2c1C

Following part.
HePTP inhibitor	BAP1 inh	molecule
7	·	CC(C)C(=O)Nc1ccc(Br)c(NC(=O)c2ccccc2)c1
·	92	CCCS(=O)(=O)NCCc1cc2ccc(C)cc2[nH]c1=O
5	·	O=C(/C=C/c1ccc(O)cc1)c1ccc(NC2=C(N3CCCCC3)C(=O)c3ccccc3C2=O)cc1
2	·	COc1ccc(C)cc1NC(=O)C(=O)NCc1ccccn1
7	110	CSCC[C@H](NC(=O)C1CCN(S(=O)(=O)c2ccc(C)cc2)CC1)C(=O)NCc1ccco1
-4	·	O=C(c1cc(Cl)ccc1Cl)N(Cc1ccccc1)c1ccccn1
7	93	CCCCSc1nsc(NC(C)=O)n1
11	64&91	Brc1c(NC2=NCCN2)ccc2nccnc12
-7	89	CCOC(=O)CCCn1c(C)nc(=O)c(-c2ccccc2)c1C
-13	89	CCOC(=O)c1cnn(CCOC(=O)C(C)(C)C)c1NC(=O)C(C)(C)C
-2	·	Cc1cc(N2CCN(C(=O)c3ccco3)CC2)n2nc(-c3cccc(Cl)c3)cc2n1
10	·	Cc1cccc(C(=O)N(C(=O)c2cccc(C)c2)c2ncccc2C)c1

Continuation:
HePTP inhibitor	BAP1 inh	molecule
-4	95	Cc1c(C(=O)N2CC(C)OC(C)C2)sc2nc(-c3ccc(F)cc3)cn12 (configuration not stated)
-12	·	COc1ccc(S(=O)(=O)N2CCN(Cc3ccc(SC)cc3)CC2)cc1
2	·	COc1ccc(N2C(=O)CC(N(CCc3ccccc3)C(=S)Nc3ccccc3)C2=O)cc1 (configuration not stated)
8	87	COc1ccc(Br)cc1CNC(=O)C1CCCN(S(C)(=O)=O)C1 (configuration not stated)
-8	·	COc1ccccc1-n1c(C)ccc1-c1ccccc1
-2	100	O=C1CC(N2CCOCC2)C(=O)N1Cc1ccc(N2CCCC2=O)cc1 (configuration not stated)
7	98	CCOC(=O)N1CCN(C(=O)c2cc(C)c3c(C)nn(-c4ccccc4)c3n2)CC1
10	94	COc1ccc(NS(=O)(=O)c2ccc(NS(=O)(=O)c3ccc(C)cc3)cc2)nn1
7	·	COc1cc(C2NC(=O)NC(C)=C2C(=O)OCc2ccc3c(c2)OCO3)cc(Br)c1O (configuration not stated)
4	97	CCOC(=O)COc1nc(Nc2ccccc2C)nc(N(C)C)n1
0	·	CCOC(=O)C1=C(C)NC(=O)CC1c1cc2c(cc1[N+](=O)[O-])OCO2 (configuration not stated)
·	65	CC12CCC(C(=O)N(c3ccc(Br)cc3)C1=O)C2(C)C (configuration not stated)

Following part.
HePTP inhibitor	BAP1 inh	molecule
2	67	Cc1noc(/C=C/N(C)C)c1S(=O)(=O)N(C)CC(=O)NC1CCCCC1
13	99	CCOc1ccc(C(=O)Nc2nnn(CC)n2)cc1
-10	·	COc1cccc(-n2c(C=C3C(=O)Nc4ccc(Br)cc43)nc3ccccc3c2=O)c1
-6	103	O=c1cc(O)c2c(=O)n3c4c(cccc4c2o1)CCC3
5	93	COc1cccc(NC(=O)CNS(=O)(=O)c2ccc3nc(C)sc3c2)c1
-4	85	CCCn1c(CCc2ccccc2)nnc1SCC(=O)N1CCCC1
-4	82	CCOC(=O)c1ccc(-c2nnc(-c3ccc(Cl)cc3Cl)o2)cc1
2	·	CCOC(=O)C1=C(C)NC(=O)NC1c1ccc(OC)cc1OC (configuration not stated)
8	·	O=C1C2C3C=CC(C4CC34)C2C(=O)N1c1ccc(Cl)cc1 (configuration not stated)
-3	93	COc1ccc(C(=O)Nc2cc3c(cc2C#N)OCO3)cc1S(=O)(=O)NCc1ccco1
6	110	O=C(NCc1cccs1)c1cc2ccccc2o1

Two of the compounds above, as labelled records.
COc1cccc(NC(=O)CNS(=O)(=O)c2ccc3nc(C)sc3c2)c1
  HePTP inhibitor = 5; BAP1 inh = 93
CCCn1c(CCc2ccccc2)nnc1SCC(=O)N1CCCC1
  HePTP inhibitor = -4; BAP1 inh = 85

Source: PubChem BioAssay
